# Wee1 stabilizer – blocks degradation of human Wee1 kinase | reporter increase, % at 5 µM | AID 1321 | HeLa Luc-Wee1K328M stability, luciferase luminescence; 100% = proteasome inhibitor MG132 effect | P30291 | hit rate 1.2% among 220,000;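 active means activation above the mean of all tested compounds plus 3 SD, set per screening run, cut at about 8.8% in these data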;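 further: cells exposed to compound for 20 h before luminescence read; 0% = DMSO alone and 100% = MG132 at 30 µM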
# FXIa inh 1536 – inhibitors of human coagulation factor XIa | P03951 | purified FXIa, Boc-Glu-Ala-Arg-AMC fluorogenic substrate | inhibition, % at 5 µM | hit rate 0.14% among 220,000 | AID 798;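 active means inhibition of at least 40%; inactive means inhibition below 40%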;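 further: fluorescence of freed AMC excited at 355 nm; 0% = enzyme without compound and 100% = no enzyme blank; many of its hits are not listed in these tables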
# FXIIa inh 1536 – inhibitors of human coagulation factor XIIa | inhibition, % at 5 µM | P00748 | purified FXIIa, Boc-QGR-AMC fluorogenic substrate, 2 h | AID 800 | hit rate 0.3% among 220,000; in the data active means inhibition above about 40%;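 further: 0% = enzyme with no compound and 100% = blank without enzyme; many of its hits are not listed in these tables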
# eIF4E 4G PPI – blocks eIF4E binding to eIF4G. AID 782. TR-FRET eIF4E-eIF4GI(517-606) binding, 2 h. hit rate 0.37% among 220,000. P63073+Q04637. inhibition, % at 21.7 µM;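 active means inhibition above about 30%, limit read from the data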;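 further: 0% = full FRET control wells and 100% = background wells lacking eIF4GI fragment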
# hK5 inh – kallikrein 5 (human) inhibition; Q9Y337; recombinant hK5, fluorogenic AMC substrate cleavage; inhibition, % at 5 µM; hit rate 0.59% among 210,000;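 active means inhibition of 40% or more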;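 further: 0% = enzyme controls without compound and 100% = no-enzyme blanks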
# Target sequence (Q9Y337 67-293 limits assumed): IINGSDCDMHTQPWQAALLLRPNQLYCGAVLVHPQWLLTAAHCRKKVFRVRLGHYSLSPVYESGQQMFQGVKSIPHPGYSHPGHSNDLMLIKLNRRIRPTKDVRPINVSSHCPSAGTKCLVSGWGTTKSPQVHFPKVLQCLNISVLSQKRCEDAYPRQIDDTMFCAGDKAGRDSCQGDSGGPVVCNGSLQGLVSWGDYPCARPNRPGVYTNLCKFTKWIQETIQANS
# Rad51 HR inh – blocks human Rad51 in homologous recombination; Q06609; hRad51 DNA strand exchange, fluorescence dequenching; inhibition, % at 10 µM; hit rate 0.085% among 200,000; AID 1385;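 active means inhibition above 40% at the single screening dose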;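 further: 0% = DMSO control wells and 100% = blanks with heterologous ssDNA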
#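 Test system: preformed human Rad51 ssDNA filaments; also added: Donor/quencher-labelled 47-bp dsDNA substrate; doses: 10 µM final, single point; times: 37 °C 15-min filament assembly, 30-min compound preincubation, 15-min exchange; detection: FRET fluorescence dequenching, excitation 485 nm, emission 520 nm; read-out basis: Fluorescence-based percent inhibition, control- and blank-normalised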
# MDM2 E3 inh – inhibitors of human Mdm2 E3 ubiquitin ligase | cell-based MDM2 ubiquitination luciferase reporter, 2 h; 0 = plate control, 100 = twice control, blank-subtracted | signal enhancement, % at 5 µM | hit rate 0.11% among 210,000 | AID 1230;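 active means signal enhancement of 30% or more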;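 further: luminescence tracks abundance of the self-degrading MDM2-luciferase fusion protein; higher signal means inhibition of MDM2 E3 ligase activity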
# Target sequence (Q00987 whole entry, looked up, the tested form may be a part): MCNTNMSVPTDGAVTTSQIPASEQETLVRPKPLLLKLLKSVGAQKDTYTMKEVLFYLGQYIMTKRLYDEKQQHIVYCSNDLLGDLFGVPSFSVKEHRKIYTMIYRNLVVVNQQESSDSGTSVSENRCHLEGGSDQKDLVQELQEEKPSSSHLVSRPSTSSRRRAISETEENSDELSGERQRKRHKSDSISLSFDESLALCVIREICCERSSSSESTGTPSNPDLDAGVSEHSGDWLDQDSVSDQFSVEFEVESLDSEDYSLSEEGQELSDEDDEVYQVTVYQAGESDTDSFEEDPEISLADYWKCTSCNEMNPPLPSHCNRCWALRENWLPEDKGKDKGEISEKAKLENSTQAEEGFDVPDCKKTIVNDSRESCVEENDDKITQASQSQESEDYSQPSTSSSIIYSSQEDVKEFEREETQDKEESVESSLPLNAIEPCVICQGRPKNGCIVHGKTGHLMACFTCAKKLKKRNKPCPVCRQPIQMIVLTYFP
#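 Assay system: stable mammalian line carrying autodegrading MDM2–luciferase fusion reporter; amount: 2000 cells seeded into each well; buffer or medium: DMEM; benchmarks: plate control and blank wells; signal: luciferase luminescence; timing: 2 h compound exposure at 37 °C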
# 14-3-3 Bad inh – disrupts binding of bovine 14-3-3 zeta to phospho-Bad peptide; P63103; TR-FRET 14-3-3zeta/Dy647-pBad peptide displacement, 1 h; inhibition, % at 21.7 µM; hit rate 0.71% among 220,000;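 active means inhibition above about 70%, limit read from the data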;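 further: 0% = full 14-3-3 plus peptide FRET controls and 100% = background without 14-3-3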
# Target sequence (P63103 whole entry, looked up): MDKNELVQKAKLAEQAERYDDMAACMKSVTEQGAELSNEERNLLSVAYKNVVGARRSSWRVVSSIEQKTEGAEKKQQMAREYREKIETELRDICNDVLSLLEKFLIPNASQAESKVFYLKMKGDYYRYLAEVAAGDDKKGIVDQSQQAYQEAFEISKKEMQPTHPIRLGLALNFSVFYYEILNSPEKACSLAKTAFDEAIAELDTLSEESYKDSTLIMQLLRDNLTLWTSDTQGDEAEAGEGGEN
# p97 inhibitor – blocks human p97 ATPase activity. recombinant p97 ATPase, Kinase-Glo ATP luminescence, 3 h. inhibition, % at 8 µM. hit rate 0.42% among 220,000. AID 1481; in the data active means inhibition above about 15%;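 further: 0% = DMSO vehicle and 100% = wells lacking enzyme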
# * marks the source's active call; other numbers are inactive results; · = not tested or not shown; [ ] = dose if it differs, or a comment.
SMILES,Wee1 stabilizer,FXIa inh 1536,FXIIa inh 1536,eIF4E 4G PPI,hK5 inh,Rad51 HR inh,MDM2 E3 inh,14-3-3 Bad inh,p97 inhibitor
CC(=O)CSc1nnc(Cc2ccc3c(c2)OCO3)o1,1,8,18,-2[fluorescence artefact?],-12,-6,3,1[fluorescence artefact?],2
N/C(=N\OC(=O)C(c1ccccc1)c1ccccc1)c1ccncc1,0,-3,-2,8,-3,-22,-6,5,1
Cc1ccc(S(=O)(=O)Nc2cccc3c2CCCC3)cc1,0,-8,2,0,-7,2,-5,-3[fluorescence artefact?],-1
OCC1CCCN(c2nc(CN3CCCCC3)nc3scc(-c4ccccc4)c23)C1 (stereo not drawn),1,1,7,2,25,6,-13,5,0
O=[N+]([O-])c1ccc(NCc2ccccn2)nc1,6,9,10,3,-22,-2,-4,-5,-1
CCOC(=O)C(C)c1c(C)[nH]c(=S)[nH]c1=O (stereo not drawn),-2,6,8,12[fluorescence artefact?],-17,·,-9,-30[fluorescence artefact?],-2
O=C(O)c1ccccc1-c1ccccc1C(=O)NNc1ccccc1,-3,20,28,-3,-12,-24,-74,7,6
COc1cccc(/C=C/C(=O)NCc2cn3cc(Cl)ccc3n2)c1OC,2,20,5,5,0,9,-5,-13,1
CCOc1ccc(N(C(=O)c2cnsn2)C(C(=O)NC2CCCCC2)c2ccncc2)cc1 (stereo not drawn),-2,3,7,0,-17,-10,-12,-2[fluorescence artefact?],-5
CCOC(=O)/C(=N/Nc1ccccc1)Sc1nnnn1-c1ccc(C)cc1,0,-11,5,-3,-4,4,-17,-8,-4
Cc1cc(-c2n[nH]c(=S)n2/N=C/c2cc([N+](=O)[O-])ccc2Cl)n[nH]1,1,8,15,-2[fluorescence artefact?],47*,-7,-7,28,3
Cc1ccc(-n2nc3c(c2NC(=O)c2ccc(Br)o2)CSC3)c(C)c1,1,-9,-3,0,-12,4,-39,-1[fluorescence artefact?],2
O=C(COC(=O)/C=C/c1ccccc1)Nc1cc(C(F)(F)F)ccc1N1CCOCC1,2,-1,9,1,-8,-1,-6,2,0
O=C(CN(c1ccc2c(c1)OCCO2)S(=O)(=O)c1ccccc1)NCc1ccco1,3,-3,3,-3,-5,-6,-18,2,0
Cc1cc(NC(=O)C2CCC2)n(-c2ccccn2)n1,-2,4,26,-9[fluorescence artefact?],2,10,14,-5,5
COC(=O)CSc1nnc(-c2ccccn2)n1Cc1ccco1,2,0,0,3,-22,·,-24,6,-3
Cc1ccc(-n2cnnn2)c(S(=O)(=O)N2CCOCC2)c1,5,-3,6,0,-2,·,-16,5,5
COc1cccc(Cn2c(-c3cccs3)noc2=O)c1,-1,3,13,11,-6,-4,-2,11,5
Cc1ccc2cc(C(c3nnnn3Cc3ccccc3)N3CCN(c4ccccc4)CC3)c(=O)[nH]c2c1 (stereo not drawn),3,2,10,1,2,4,-14,2[fluorescence artefact?],0
C=CCNC(=S)NNC(=O)c1ccc([N+](=O)[O-])cc1,1,0,6,-1,-17,-4,-4,3,-4
COc1cc(NS(=O)(=O)c2ccccc2)ccc1-n1nc(C)cc1C,0,6,11,3,-1,-39,-6,8,-1
COc1ccc(NC(=O)CN2C(=O)CSC(C)C2=O)c(OC)c1 (stereo not drawn),-1,1,-1,-5[fluorescence artefact?],-2,-2,-13,1,2
O=C(CCCn1cnc([N+](=O)[O-])n1)Nc1cc(Cl)ccc1O,4,-4,5,-1,1,9,1,-11,2
CCCC(C)NC(=O)c1sc2nc3n(c(=O)c2c1C)CCC3 (stereo not drawn),3,-3,6,0,-11,-7,-2,-14,0
Cc1ccc2cc3cc(C(=O)NCc4ccc5c(c4)OCO5)oc3nc2c1,1,-1,-2,6,-3,·,-8,46[fluorescence artefact?],-5

# Individual results from the list:
# FXIIa inh 1536, COc1cccc(/C=C/C(=O)NCc2cn3cc(Cl)ccc3n2)c1OC is entered as 5
# FXIIa inh 1536, O=C(COC(=O)/C=C/c1ccccc1)Nc1cc(C(F)(F)F)ccc1N1CCOCC1 is entered as 9
# p97 inhibitor, Cc1ccc(-n2cnnn2)c(S(=O)(=O)N2CCOCC2)c1 is entered as 5

# (listing goes on)
SMILES,Wee1 stabilizer,FXIa inh 1536,FXIIa inh 1536,eIF4E 4G PPI,hK5 inh,Rad51 HR inh,MDM2 E3 inh,14-3-3 Bad inh,p97 inhibitor
Cc1sc2nc(SCC(=O)N(C)C)[nH]c(=O)c2c1C,1,2,17,7,-15,-4,-3,-3,7
O=C1NCCCC1C(=O)N/N=C/c1ccccc1 (stereo not drawn),-3,1,11,0,4,3,-3,11[fluorescence artefact?],0
CC1(C)SC2[C@H](NC(=O)C(NC(=O)N3CCNC3=O)c3ccccc3)C(=O)N2C1C(=O)O (stereo partly drawn),-2,0,12,-7,-7,·,·,-4,5
CCCNC(=O)N1CCC(C(=O)c2ccc(Cl)cc2)CC1,0,3,15,8,-11,-1,-11,-14,4
N#Cc1cccc(NC(=O)Cn2c3[n+](c4ccc(C(F)(F)F)cc42)CCCCC3)c1,-2,3,6,-5,-22,-8,-6,-18,3
CCOc1nnc(C)c2c(C)n(-c3cccc(OC)c3)nc12,1,1,6,0,1,3,-10,-4[fluorescence artefact?],2
O=C(CCN1C(=O)CSC1=O)Nc1ccccc1,-2,-4,-11,-5[fluorescence artefact?],-7,1,-6,-7,-2
Cn1c(=O)c2c(ncn2CC(O)CO)n(C)c1=O (stereo not drawn),0,-9,-4,2,-14,-12,·,-2,-1
O=C(CN1CCOCC1)Nc1ncc(Cc2cccc(Cl)c2)s1,5,-3,1,4[fluorescence artefact?],-10,2,-7,-10,-1
N[C@@H](CO)c1nnc([C@H](CC(=O)O)NC(=O)C2CCNCC2)o1,2,0,6,3,0,-5,·,-9,-1
O=C1C(=O)N(CCN2CCOCC2)C(c2cccnc2)/C1=C(/O)c1ccc(Cl)cc1 (stereo not drawn),-2,-3,10,-2,9,-4,-10,6,0
C=CCNC(=S)NNC(=O)c1ccc(OCC(C)C)cc1,-2,-1,11,-6,-6,-6,-11,9,1
Cc1cc(-c2nnc3n2N=C(C(C)(C)C)CS3)n[nH]1,-3,-4,6,-1,-3,-3,-15,-17,2
O=C(c1ccc(Cl)c(S(=O)(=O)N2CCCC2)c1)N1CCN(c2ncccn2)CC1,-2,-1,10,-2,-2,16,-3,-13,4
O=C(c1ccc(Br)s1)N1CCN(c2ncccn2)CC1,0,1,-6,-10,-5,-5,-1,0,3
COc1ccccc1/C=N/NC(=O)c1ccc(NC(=O)c2ccccc2Br)cc1,1,7,16,8,-11,-9,2,7,14
O=C(O)CSCC(=O)NC1CCCc2ccccc21 (stereo not drawn),-1,7,2,-3,0,-2,-6,7,8
CC1=CCC2C(=O)N(c3ccc(C)c(Br)c3)C(=O)C2C1 (stereo not drawn),2,9,12,3,-4,2,0,8,2
Cn1nc(-c2ccccc2)cc1NC(=O)Nc1ccc(F)cc1,0,0,0,6,1,-19,-4,0,5
Cc1ccc(C(=O)C(NC(=O)c2ccco2)Nc2sc3c(c2C(N)=O)CCCC3)cc1 (stereo not drawn),2,-3,2,-4,-9,-5,·,4,9
O=C(NC1CCCCCC1)c1ccc[nH]c1=S,-2,3,10,-4,8,-14,-3,-7,6
CC(=O)Nc1ccc(S(=O)(=O)NC2(C(F)(F)F)C(=O)Nc3c2c(=O)[nH]c(=O)n3Cc2cccnc2)cc1 (stereo not drawn),0,-4,12,1,·,·,-9,1,4
CC(=O)Nc1nc2ccccc2n1CCOc1ccccc1Cl,-1,-6,-5,4,-2,-7,18,-9,-3
O=c1cc(NCCCO)c2ccccc2o1,-1,5,20,-5,-12,-8,-11,-4,-1
O=C(N/N=C/c1ccc([N+](=O)[O-])cc1)c1cccs1,6,-6,6,-1,-5,15,-14,2,2
# Carrying on:
SMILES,Wee1 stabilizer,FXIa inh 1536,FXIIa inh 1536,eIF4E 4G PPI,hK5 inh,Rad51 HR inh,MDM2 E3 inh,14-3-3 Bad inh,p97 inhibitor
O=C(CSCc1ccc([N+](=O)[O-])cc1)Nc1cccc(C(=O)Nc2ccccc2C(=O)O)c1,-2,0,4,-1,16,-5,-7,46,8
COc1cccc(NC(=O)N2CCN(c3cccc(C)c3)C(C)C2)c1 (stereo not drawn),0,-1,2,-1,-8,-4,-8,-2[fluorescence artefact?],-1
CCOC(=O)C(C)n1nc(/C=C/c2ccccc2)ccc1=O (stereo not drawn),-2,-5,3,0,-13,-3,-21,-5,-1
COc1ccc(N2CCN(Cc3nc4c(c(=O)[nH]c(=O)n4C)n3Cc3cccc(Cl)c3)CC2)cc1,·,5,14,-17,3,0,-6,-6,·
O=C(NCc1ccccc1Cl)c1cccc(NC(=O)c2ccccc2)c1,-1,6,3,-7[fluorescence artefact?],-4,-4,-11,-4[fluorescence artefact?],-8
Nc1cc(Cl)ccc1C(=O)OCC(=O)N1CCOCC1,3,5,10,13,-7,4,-4,9,-1
COc1ccc(F)cc1S(=O)(=O)Nc1ccc2c(c1)OCO2,1,3,13,-5,-8,-3,-6,2[fluorescence artefact?],14
CCOC(=O)C=Nc1c(N)n(C)c(=O)n(C)c1=O,0,9,20,-2,-19,3,1,-20[fluorescence artefact?],5
CCOC(=O)C(CCCCCOc1ccc([N+](=O)[O-])cc1)C(=O)OCC,4,2,12,3,-9,4,-25,-5,-1

# 3 compounds out of the list above, arranged by the value under Wee1 stabilizer, low to high.
structure | Wee1 stabilizer | FXIa inh 1536 | FXIIa inh 1536 | eIF4E 4G PPI | hK5 inh | 14-3-3 Bad inh | p97 inhibitor
O=C1NCCCC1C(=O)N/N=C/c1ccccc1 (stereo not drawn) | -3 | 1 | 11 | 0 | 4 | 11[fluorescence artefact?] | 0
O=C(c1ccc(Cl)c(S(=O)(=O)N2CCCC2)c1)N1CCN(c2ncccn2)CC1 | -2 | -1 | 10 | -2 | -2 | -13 | 4
O=C(NCc1ccccc1Cl)c1cccc(NC(=O)c2ccccc2)c1 | -1 | 6 | 3 | -7[fluorescence artefact?] | -4 | -4[fluorescence artefact?] | -8

# By substructure: those above containing a thiophene ring, fused or not.
SMILES,Wee1 stabilizer,FXIa inh 1536,FXIIa inh 1536,eIF4E 4G PPI,hK5 inh,Rad51 HR inh,MDM2 E3 inh,14-3-3 Bad inh,p97 inhibitor
OCC1CCCN(c2nc(CN3CCCCC3)nc3scc(-c4ccccc4)c23)C1 (stereo not drawn),1,1,7,2,25,6,-13,5,0
COc1cccc(Cn2c(-c3cccs3)noc2=O)c1,-1,3,13,11,-6,-4,-2,11,5
CCCC(C)NC(=O)c1sc2nc3n(c(=O)c2c1C)CCC3 (stereo not drawn),3,-3,6,0,-11,-7,-2,-14,0
Cc1sc2nc(SCC(=O)N(C)C)[nH]c(=O)c2c1C,1,2,17,7,-15,-4,-3,-3,7
O=C(c1ccc(Br)s1)N1CCN(c2ncccn2)CC1,0,1,-6,-10,-5,-5,-1,0,3
Cc1ccc(C(=O)C(NC(=O)c2ccco2)Nc2sc3c(c2C(N)=O)CCCC3)cc1 (stereo not drawn),2,-3,2,-4,-9,-5,·,4,9
O=C(N/N=C/c1ccc([N+](=O)[O-])cc1)c1cccs1,6,-6,6,-1,-5,15,-14,2,2

# Hits appear at their usual frequency, and some 3.5% of all compounds hit somewhere here.
